Screening results: PubChem BioAssay, National Center for Advancing Translational Sciences (NCATS)
Giardia killer: Small Molecules that selectively kill Giardia lamblia: qHTS | Giardia lamblia trophozoite viability | activity change, % at 7.66 µM, hits read low | hit rate 0.15% among 340,000; in the data active = activity change below about -80%; inconclusive = between about -30% and that limit;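 also: parasites exposed to compound for two days anaerobically before the ATP read; % is scaled to controls: 0 for no effect and ±100 for the full control effect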
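Killing of trophozoites was scored by loss of ATP luminescence after a 48 hrs anaerobic exposure to compounds at 37 deg C, using 100 cells per well.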
TRPV1 agonist: HTS Assay for Compounds that Act as Agonists of the Vanilloid Receptor 1; Transient receptor potential cation channel subfamily V member 1 (Homo sapiens), Q8NER1; TRPV1-expressing cells, Fluo-8 calcium influx, agonist mode; activation, % at 8.33 µM; hit rate 0.19% among 320,000; in the data active = activation above about 80%; inconclusive = between about 30% and that limit; also: 0% is about no effect
Target sequence (Q8NER1 whole entry, looked up): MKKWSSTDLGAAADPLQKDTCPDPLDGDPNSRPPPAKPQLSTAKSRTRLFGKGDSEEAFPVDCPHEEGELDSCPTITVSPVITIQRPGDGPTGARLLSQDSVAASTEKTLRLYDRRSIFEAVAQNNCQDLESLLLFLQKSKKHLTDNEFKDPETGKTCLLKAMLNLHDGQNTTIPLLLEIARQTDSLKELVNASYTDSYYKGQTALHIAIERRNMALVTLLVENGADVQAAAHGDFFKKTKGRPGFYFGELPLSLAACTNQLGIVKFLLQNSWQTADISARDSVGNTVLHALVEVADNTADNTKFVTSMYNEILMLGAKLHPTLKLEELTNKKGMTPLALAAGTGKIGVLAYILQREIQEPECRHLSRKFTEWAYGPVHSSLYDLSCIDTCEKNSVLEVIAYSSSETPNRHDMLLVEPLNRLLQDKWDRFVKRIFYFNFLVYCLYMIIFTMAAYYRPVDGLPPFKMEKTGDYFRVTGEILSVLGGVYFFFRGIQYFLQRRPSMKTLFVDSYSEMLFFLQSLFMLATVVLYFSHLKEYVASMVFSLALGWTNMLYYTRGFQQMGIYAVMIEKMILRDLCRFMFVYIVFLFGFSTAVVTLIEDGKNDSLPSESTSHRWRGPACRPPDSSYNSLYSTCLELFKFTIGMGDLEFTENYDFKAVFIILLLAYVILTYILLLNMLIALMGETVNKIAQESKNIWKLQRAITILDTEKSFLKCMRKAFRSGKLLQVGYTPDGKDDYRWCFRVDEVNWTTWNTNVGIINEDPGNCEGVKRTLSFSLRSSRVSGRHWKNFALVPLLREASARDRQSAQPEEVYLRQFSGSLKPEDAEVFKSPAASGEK
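Cells expressing TRPV1 were dye-loaded with Fluo-8 and read kinetically: 10 s baseline, 3 min after compound (agonist portion), then 2 min after EC20 capsaicin (allosteric enhancer portion). Calcium-bound dye fluorescence at 480/520 nm.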
Menin MLL FP TR: qHTS Assay for Inhibitors Targeting the Menin-MLL Interaction in MLL Related Leukemias: Competition With Texas Red Labeled MLL-derived Mutant Peptide; hit rate 0.23% among 270,000; Menin + Texas Red MLL mutant peptide, fluorescence polarization; AID 1768, 2009; Potency, µM (series often up to 61.6 µM), inactives show at the top dose FP activity change, negative = inhibition, usual class: inhibitors; active = well fitted inhibition curve with a large enough effect in the polarisation, with a control signal flat, not every such curve was filed as active; inconclusive = small, poorly fitted or top-dose-only effect, or effect the other way, or a change in a side signal; inactive = no such curve, though single readings can be large or run the other way; the % refers to the polarisation; also: potency is read from the fitted curve at half-maximal effect; % of control where 0% means no effect; many of its hits are not listed in these tables
FBPA coupling cs: qHTS Assay for Inhibitors of Fructose-1,6-bisphosphate Aldolase from Giardia Lamblia: Coupling assay counterscreen. AID 2472, 2010. activity change, negative = inhibition, % at 58.2 µM, hits read low. coupling enzyme system counterscreen, AmpLite Red fluorescence. hit rate 0.67% among 290,000; in the data active = activity change below about -30%; also: % is scaled to controls: 0 for no effect and ±100 for the full control effect
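Activity here indicates interference with the coupling reaction, not aldolase inhibition. Compounds at 57.5 uM final met coupling enzymes for 10 min at RT; substrate and AmpLite Red detection followed, with a 525/598 nm fluorescence read after 20 min.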
KCNH2 3.1 block: qHTS for Inhibitors of KCHN2 3.1: Mutant qHTS; activity change, % (tested at about 1.8 µM); hit rate 0.95% among 340,000; U2OS KCNH2 3.1, thallium flux FluxOr; stronger effect = lower value; AID 720553, 2013; Potassium voltage-gated channel subfamily H member 2, brain isoform KCNH2 3.1 (human);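 active = maximum activity change below -70%; inconclusive = maximum activity change from -70% to -50%; inactive = maximum activity change above -50%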;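 also: thallium influx rate constant from kinetic fluorescence after stimulation buffer; % is scaled to controls: 0 for no effect and ±100 for the full control effect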
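Channel expression came from 3.1 mutant virus (1.77 x 10^8 /mL) applied to suspended U2OS cells for 4 h. Flux was tracked with FluxOr dye plus Red40 quencher, and kinetic rate constants normalized to controls.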
USP2a inh: qHTS Assay for Inhibitors of Ubiquitin-specific Protease USP2a Using CHOP2 as the Reporter; hit rate 0.01% among 330,000; USP2 core, Ub-CHOP2 coupled fluorogenic reporter, 485/531; Potency, µM (titrated, usually from 38.3 µM), for inactives: at the top dose activity change, negative = inhibition, actives largely listed as inhibitors; Ubiquitin carboxyl-terminal hydrolase 2 (Homo sapiens), O75604; AID 463254, 2010;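 also: potency is read from the fitted curve at half-maximal effect; plate controls were DMSO wells for no effect and full inhibition by NEM control for full effect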
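Deubiquitinase activity read as fluorescence (485/531 nm) after Ub-CHOP2 cleavage activates the enterokinase reporter on its substrate; USP2 core 10nM, Ub-CHOP2 and substrate 25nM each, 30min compound preincubation then 60min RT; data normalized to NEM, curves fitted.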
hERG WT inh: qHTS for Inhibitors of KCHN2 3.1: Wildtype qHTS | U2OS, BacMam KCNH2, thallium flux FluxOr; stronger effect = lower value | activity change, % at 1.84 µM | hit rate 0.37% among 340,000 | AID 720551, 2013;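 active = maximum activity change below -70%; inconclusive = maximum activity change between -70% and -50%; inactive = maximum activity change above -50%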; also: % is scaled to controls: 0 for no effect and ±100 for the full control effect
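U2OS cells transduced with wild-type KCNH2 virus are loaded with FluxOr dye for 45 min, and thallium flux is measured in kinetic reads before and after stimulation buffer. Rate constants are normalized to DMSO controls.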
PKM2 act: qHTS Assay for Activators of Human Muscle isoform 2 Pyruvate Kinase; purified PKM2, Kinase-Glo ATP luminescence, activation; response scale: 0% is enzyme alone, no compound; Potency, µM (series often up to 57.5 µM), for the others: top-dose activation, hits mostly activators; hit rate 0.34% among 260,000; AID 1631, 2009; also: potency is read from the fitted curve at half-maximal effect; % is scaled to controls: 0 for no effect and ±100 for the full control effect; nearly all actives have a fitted effect of over 55% in size
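hPK-M2, >95% pure; 0.1 mM ADP / 0.5 mM PEP final; imidazole pH7.2 buffer w/ 7 mM MgCl2, 50 mM KCl; 1 h RT; Kinase-Glo lum. Intermediate enzyme activity for dual inhibitor/activator qHTS.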
B2AR arrestin: qHTS assay of beta-arrestin-biased ligands of beta2-adrenergic receptor. Beta-2 adrenergic receptor (Homo sapiens), P07550. AID 492947, 2010. beta-arrestin recruitment to beta2AR, cell-based reporter. Potency, µM (titrated, usually from 46.1 µM), without a hit: at the top dose activation, actives largely listed as activators. hit rate 0.02% among 330,000;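 also: potency is read from the fitted curve at half-maximal effect; 0% = DMSO controls and full agonism = EC100 isoproterenol or metaproterenol; nearly all actives have a fitted effect of over 65% in size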
GALK inhibitor: qHTS Assay for Inhibitors of Human Galactokinase (GALK). Purified GALK, Kinase-Glo residual ATP luminescence. Potency, µM (doses to about 57.5 µM), without a hit: at the top dose activity change, negative = inhibition, hits mostly inhibitors. hit rate 0.007% among 270,000; also: potency is read from the fitted curve at half-maximal effect; % is scaled to controls: 0 for no effect and ±100 for the full control effect
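Luminescence from leftover ATP (Ultra-Glo luciferase/luciferin) served as read-out after a 1 h room-temperature reaction of 5 nM GALK with 35 uM ATP and 100 uM galactose.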
MLL CXXC-DNA inh: qHTS Fluorescence Polarization Assay for Inhibitors of MLL CXXC domain - DNA interaction; Potency, µM (titrated, usually from 115 µM), inactives show at the highest dose activity change, negative = inhibition, hits mostly inhibitors; hit rate 0.037% among 290,000; MLL-CXXC / FITC-HOXA9 DNA fluorescence polarization; Histone-lysine N-methyltransferase 2A (Homo sapiens), Q03164; AID 2662, 2010; active = well fitted inhibition curve with a large enough effect in the polarisation, with a control signal flat, not every such curve was filed as active; inconclusive = small, poorly fitted or top-dose-only effect, or effect the other way, or a change in a side signal; inactive = no such curve, though single readings can be large or run the other way; the % refers to the polarisation; also: potency is read from the fitted curve at half-maximal effect
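Purified MLL-CXXC (added from a 7 uM solution) was preincubated 5 min at ambient with pinned compounds in 50 mM Tris-HCl pH 7.5, 50 mM NaCl, 1 mM DTT, 0.05% BSA. Fluorescein-labeled HOX-A9 DNA (50 nM solution) followed, 30 min, then polarization read.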
An asterisk follows results filed as active; ? = inconclusive; nt = not tested or not shown; [ ] = remark or other dose. Unless noted, calls follow the shape of the dose curve; as a rule, active = well fitted curve in the direction sought with a large enough effect; inconclusive = small, poorly fitted or top-dose-only effect, or another doubt; inactive = no such curve, though single readings can be large; an effect the other way counts as inactive or inconclusive. An excerpt; the hit share may differ from the screen's.

Fields – Giardia killer | TRPV1 agonist | Menin MLL FP TR | FBPA coupling cs | KCNH2 3.1 block | USP2a inh | hERG WT inh | PKM2 act | B2AR arrestin | GALK inhibitor | MLL CXXC-DNA inh
> CCN(C(=O)COC(=O)c1cnc(C)cn1)C1CCCCC1
→ -4 | -1 | -1% | 3 | 8 | 2% | 1 | -4% | 0.1% | -1% | 8%
> O=C(N/N=C/c1ccco1)c1cc([N+](=O)[O-])cc([N+](=O)[O-])c1
→ -3 | -2 | 1% | 9 | 11 | 1% | -9 | -4% | 0.5% | 0% | 13%
> COc1ccc(C(=O)OCC(=O)c2ccccc2)cc1S(=O)(=O)N1CCOCC1
→ -20 | 4 | -2% | 2 | 10 | 4% | -16 | 2% | 0.1% | 2% | 9%
> N#Cc1ccccc1Sc1ccccc1C(=O)Nc1ccccc1
→ -2 | 4 | 26% | 3 | -26 | 2% | -5 | 2% | -0.2% | -2% | 11%
> CCOC(=O)c1sc(NC(=O)/C=C/c2ccc(F)cc2)nc1C
→ -15 | -4 | -5% | -5 | 23 | 0% | 5 | ? | -0.3% | -1% | 13%
> CCC(=C/c1sc2ccc3ccccc3c2[n+]1C)/C=C1\Sc2ccc3ccccc3c2N1C
→ -9 | 1 | ? | -3 | -17 | -3% | 6 | -16% | -1.1% | 13% | ?
> COc1ccc(Nc2nc(N(C)c3ccccc3)nc(N)c2[N+](=O)[O-])cc1
→ 6 | 2 | ? | -1 | 10 | 0% | -3 | nt | -0.6% | nt | 4%
> O=C(CN1C(=O)S/C(=C\C=C\c2ccccc2)C1=O)NC1CCS(=O)(=O)C1 (stereo not given)
→ -20 | 5 | 18% | 0 | 5 | 2% | 1 | nt | 0.4% | 8% | -2%
> CC1=C(C(=O)OCC(C)C)C(c2ccsc2)C2=C(CCCC2=O)N1 (stereo not given)
→ -6 | 8 | -9% | -1 | -3 | -2% | -17 | -1% | -0.3% | -2% | -2%
> CN(C)CC(C)(C)CNC(=O)c1cc(=O)c2ccccc2o1
→ -16 | 3 | -2% | 4 | -6 | 1% | 3 | 3% | -0.1% | 0% | 4%
> O=S1(=O)CCOCCCN1Cc1ccc(Cl)cc1
→ -4 | 4 | 4% | 0 | -4 | 0% | -5 | -6% | -0.6% | nt | -2%
> COC(=O)[C@H](CCSC)NC(=O)Nc1ccc(C)cc1
→ 14 | -3 | 1% | 1 | 9 | 2% | -10 | 2% | -0.5% | 3% | 4%
> O=C(c1cc(-c2ccc(Cl)cc2Cl)on1)N1CCCC1
→ -16 | ? | ? | 0 | 2 | 4% | 8 | 0% | -1.2% | -3% | 0%
> O=C(COC(=O)C12CC3CC(CC(Cl)(C3)C1)C2)N1CCCCC1
→ -2 | nt | nt | nt | 7 | 1% | 3 | nt | -0.2% | nt | nt
> CCOCCCNC(=O)Cc1ccc(-n2c(CC)nc3cccnc32)cc1
→ 10 | 2 | -29% | 2 | -1 | -2% | -6 | nt | -0.5% | -1% | -19%
> Cc1ccc(-c2cc3ccccc3nc2N2CCCC2)cc1
→ 4 | 9 | -8% | 3 | 29 | 0% | -9 | 25% | 0.1% | 0% | 0%
> CCC(C)c1ccccc1NC(=O)c1cccc(-n2cnnn2)c1 (stereo not given)
→ 26 | nt | nt | nt | 5 | 3% | -3 | nt | 0.0% | nt | nt
> COc1ccc(-c2cc(C(=O)Oc3ccc([N+](=O)[O-])cc3)c3ccccc3n2)cc1
→ -12 | 0 | 9% | 0 | -3 | 0% | -6 | -15% | -0.3% | -4% | 2%
> NCCCC[C@H]1CNC(=O)C(=O)N1CC1CCCCC1
→ 2 | 2 | nt | 2 | 7 | -1% | -3 | -13% | 0.3% | 1% | -24%
> CCOc1ccc2[nH]c3c(NCCOC)ncnc3c2c1
→ 13 | -2 | -6% | 2 | -7 | 0% | nt | nt | -0.4% | 12% | ?

Next compounds.
Fields – Giardia killer | TRPV1 agonist | Menin MLL FP TR | FBPA coupling cs | KCNH2 3.1 block | USP2a inh | hERG WT inh | PKM2 act | B2AR arrestin | GALK inhibitor | MLL CXXC-DNA inh
> Cc1nn2c(=O)cc(CSc3ccccc3NC(=O)c3ccccc3)nc2s1
→ -8 | 0 | -12% | 1 | 2 | -1% | -2 | nt | -0.1% | 1% | -6%
> N#Cc1ccc(S(=O)(=O)N2CCN(C(=O)[C@@H]3CCCN3C(=O)c3cccs3)CC2)cc1
→ 2 | -5 | nt | nt | -3 | 0% | 20 | nt | 0.1% | nt | nt
> CC1CCCC(NC(=O)c2n[nH]c(=O)c3ccccc23)C1C (stereo not given)
→ 2 | 1 | -2% | 3 | 7 | -1% | 6 | -4% | -0.6% | -1% | 3%
> CC1(C)CC(=O)C2=C(C1)N(CCN1CCOCC1)C1=C(C(=O)CC(C)(C)C1)C2c1ccc(Cl)cc1
→ -6 | 2 | nt | -5 | 2 | -2% | 3 | -1% | -0.3% | -1% | 3%
> C=CCNC(=O)Nc1ccc(F)cc1F
→ -4 | -6 | -7% | 2 | 3 | 7% | -7 | -5% | -0.1% | 0% | -5%
> CCC(C)NC(=O)C1CCC(CNS(=O)(=O)c2cccc3nsnc23)CC1 (stereo not given)
→ 28 | 1 | nt | nt | 13 | 0% | -41 | nt | -0.1% | -5% | -3%
> CCC(CC)c1nnc(NC(=O)CCN2C(=O)c3ccccc3C2=O)s1
→ -8 | 3 | 3% | 2 | -18 | -2% | -7 | 0% | 0.4% | -1% | 2%
> COc1ccc(C)cc1NC(=O)Cn1cnc2sc(C)c(S(=O)(=O)N3CCOCC3)c2c1=O
→ -3 | 1 | 0% | -1 | 4 | 1% | -2 | -1% | 0.2% | -4% | -1%
> O=C(O)CC12CC3CC(C1)CC(n1ncc(NCc4ccccc4)c(Cl)c1=O)(C3)C2
→ -14 | 1 | nt | 3 | 1 | 1% | -9 | -1% | -0.5% | -2% | -3%
> CC(=O)N1CCN(c2ccc(S(=O)(=O)N3CCCCC3)cc2[N+](=O)[O-])CC1
→ ? | nt | nt | nt | 1 | 2% | -1 | nt | 0.0% | nt | nt
> COCCCNC(=O)Cc1ccc(S(=O)(=O)N2CCOCC2)s1
→ 3 | 0 | nt | nt | -1 | 2% | 9 | nt | 0.3% | nt | nt
> COc1ccc(S(=O)(=O)NC(C)C(=O)NCc2ccccn2)cc1Cl (stereo not given)
→ 22 | 2 | 0% | 0 | 2 | 0% | 10 | 3% | -0.3% | 9% | 2%
> COc1ccc(/C=N/Nc2cc(C)nc(N3CCOCC3)n2)cc1OC
→ -7 | -3 | nt | 0 | 23 | 1% | -4 | 1% | 0.5% | 0% | -11%
> O=c1oc(C2(O)CCCCC2)cc2ccccc12
→ -3 | nt | nt | nt | 7 | -7% | -7 | nt | -1.0% | nt | nt
> COc1ccccc1C(=O)Oc1cc(N)n(S(=O)(=O)c2ccc(C)cc2)n1
→ 1 | 1 | ? | -3 | 13 | -1% | -17 | -4% | -0.4% | 3% | 37%[activator]
> Cc1cc(=O)oc2ccc(OCc3ccccc3)cc12
→ -4 | 18 | -6% | -1 | 7 | -4% | -6 | ? | -0.5% | 4% | -5%
> O=C(O)C1CCC(CNCc2ccncc2)CC1 (stereo not given)
→ -4 | -3 | -8% | 1 | 11 | 7% | 3 | nt | -0.3% | 0% | -3%
> CCOc1cc(/C=C/C(=O)NCCc2ccc(S(N)(=O)=O)cc2)ccc1OCC(C)C
→ -6 | ? | nt | 4 | 5 | 4% | 2 | 3% | -0.3% | -4% | -8%
> CCOC(=O)C1=C(O)/C(=C/c2cc(OC)c(O)c(OC)c2)SC1=Nc1ccc(OC)cc1
→ -14 | ? | 19% | -4 | 1 | 1% | -5 | 7% | -0.6% | nt | 38%[activator]
> COc1ccccc1N1CCN(CCCCNC(=O)c2ccc3ccccc3c2)CC1
→ -2 | 0 | ? | 1 | ? | 0% | 77 | nt | 0.4% | nt | 8%
